IDE cell inh: inhibitors of human insulin-degrading enzyme in cells. P14735. HEK cells, FAbetaB cleavage, fluorescence polarization. inhibition, % at 5.59 µM. actives 0.41% (n = 320,000);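 active means percent inhibition above the average of all tested compounds plus 3 SD, set per screening campaign, cut at about 16% in these data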;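 further: IDE supplied by intact live HEK cells; FP after avidin binding of uncleaved biotin substrate so inhibition keeps polarization high; 0% = DMSO wells and 100% = 60 µM reference IDE inhibitor Ii1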
IMP-1 inh: inhibitors of Pseudomonas aeruginosa IMP-1 metallo-beta-lactamase | actives 0.45% (n = 290,000) | inhibition, % at 5.6 µM | purified IMP-1, nitrocefin hydrolysis, epi-absorbance fluorescence | AID 1556;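 active means inhibition above the mean plus 3 SD of all compounds in the same screening run, cut at about 4.5% in these data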;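 further: 0% = IMP-1 with DMSO and 100% = DMSO wells lacking enzyme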
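System: purified IMP-1; amount: IMP-1 0.2 nM before substrate addition; compound: single dose, 5.6 µM; times: 25 °C, 15 min preincubation, 25 min reaction; signal: Epi-absorbance via hydrolysed-nitrocefin quenching of white-plate fluorescence, 480/530 nm, EDTA stop; benchmarks: DMSO with and without IMP-1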
DNA FID counter: displaces DNA intercalator in HCV helicase counter-screen; AID 1845; DNA fluorescent intercalator displacement, fluorescence; actives 0.17% (n = 290,000); inhibition, % at 7.9 µM; in the data active means inhibition above about 37%;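 further: 0% = vehicle and 100% = reference compound; higher means more ethidium bromide displaced from hairpin DNA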
p-CIP stab down: compounds decreasing mouse p/CIP protein stability. actives 0.01% (n = 290,000). AID 1984. decrease of EGFP signal, % at 10 µM. Q05BA5. F442A p/CIP-EGFP cells, EGFP fluorescence, 16 h;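 active means EGFP signal decrease of at least 30% at 10 µM or well 3 SD below plate mean, unless failing retest; inactive means the rest, including hits failing retest or dose response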; further: some compounds called inactive have numbers as strong as hits; many of its hits are not listed in these tables
VIM-2 inhibitor: blocks Pseudomonas aeruginosa VIM-2 metallo-beta-lactamase. purified VIM-2, nitrocefin hydrolysis, epi-absorbance fluorescence. actives 0.89% (n = 290,000). inhibition, % at 5.6 µM;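 active means inhibition above the mean of all tested compounds plus 3 SD, cutoff set per screening run, cut at about 7.5% in these data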;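 further: red hydrolysis product quenches plate fluorescence so inhibitors raise well fluorescence; 0% = enzyme with DMSO and 100% = DMSO without enzyme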
HCV NS3 hel inh: HCV NS3 helicase inhibition; NS3 helicase DNA unwinding, Cy5 molecular beacon fluorescence; inhibition, % at 10.9 µM; actives 0.56% (n = 290,000); AID 1800;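 active means inhibition above the mean of all tested compounds plus 3 SD, set per campaign, cut at about 35% in these data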;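 further: 0% = DMSO wells and 100% = thioflavine S control wells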
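Assay system: hepatitis C virus NS3 helicase domain fragment enzyme. Also added: annealed dual-labelled DNA beacon duplex, ATP-started. Timing: 1 h reaction at 25 °C, ATP-initiated. Technique: Cy5 fluorescence at 0 and 60 min, beacon hairpin quenching. Evaluation: % inhibition of unwinding. Replication: one well per compound.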
UBC9 SUMO inh: inhibitors of human SUMOylation (UBC9). P63279. HTRF SUMOylation assay, SAE1/SAE2 + UBC9, in vitro. inhibition, % at 35 µM. actives 0.36% (n = 290,000); in the data active means inhibition above about 50%, passing the limit was not always enough; further: strong numbers were not always called active
Target sequence (P63279 whole entry, looked up): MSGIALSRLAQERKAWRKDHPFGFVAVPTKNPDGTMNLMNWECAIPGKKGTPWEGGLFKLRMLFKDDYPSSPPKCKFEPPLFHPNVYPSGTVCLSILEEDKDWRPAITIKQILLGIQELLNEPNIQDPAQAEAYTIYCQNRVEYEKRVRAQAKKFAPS
PfM18AAP inh: blocks P. falciparum M18 aspartyl aminopeptidase; recombinant PfM18AAP, H-Glu-NHMec fluorogenic cleavage; AID 1822; actives 1.2% (n = 290,000); inhibition, % at 7.35 µM;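 active means inhibition above the campaign mean inhibition over all tested compounds plus 3 SD, cut at about 28% in these data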;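 further: 0% = plate median of test compound wells and 100% = 2 mM ZnCl2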
IDE act: boosts human insulin-degrading enzyme activity in HEK cells; P14735; FAbeta-B cleavage, fluorescence polarization; 0% vehicle, 100% cell-free pure enzyme wells; activation, % at 5.96 µM; actives 0.073% (n = 340,000);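 active means activation above the mean of all tested compounds plus 3 SD, set per screening campaign, cut at about 17% in these data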
An asterisk follows results filed as active; · = no result given; & = joins results of further samples.

The line under a structure holds: HCV NS3 hel inh	PfM18AAP inh	IDE act	VIM-2 inhibitor	DNA FID counter	IMP-1 inh	UBC9 SUMO inh	p-CIP stab down	IDE cell inh
> COC(=O)CCc1c(COC(C)=O)[nH]c(C(=O)OCc2ccccc2)c1C
→ -3	2	1	-1.3	-35	-1.8	-3	-7	-6
> Cc1c(NC(=O)CCC2CCCCC2)cc(C(=O)N2CCOCC2)cc1[N+](=O)[O-]
→ 9	7	6	-2.6	-25	-3.0	-4	6	-3
> Cc1ccc2c(Cl)c(C(=O)NC3CC3)sc2c1
→ 11	-15	-3	0.4	-19	-1.0	0	-9	·
> O=C(NCCN1CCN(C(=O)c2ccccc2Cl)CC1)C(=O)NCc1ccccc1
→ 6	-2	6	-2.8	-29	-1.3	-1	-4	-4
> CC(NC(=O)Cc1ccc([N+](=O)[O-])cc1)c1ccc2c(c1)OCO2 (stereo unspecified)
→ 5	4	7	-2.8	-1	-2.4	-20	1	0
> CCc1ccc(CN(C)Cc2nc(-c3cccc(Cl)c3)no2)nc1
→ -6	-12	1	-2.8	-9	0.3	10	-17	3
> O=S(=O)(Nc1nc2ccccc2nc1Nc1ccc2c(c1)OCO2)c1ccccc1
→ 5	-4	-3	-3.2	6	-3.6	4	-9	-5
> CN(CC(=O)Nc1ccc(F)cc1)c1ccc(S(=O)(=O)N2CCCCC2)cc1[N+](=O)[O-]
→ -26	-1	2	-0.7	3	-6.0	-2	-9	1
> O=C(CSc1n[nH]c(-c2cccnc2)n1)Nc1ccccc1[N+](=O)[O-]
→ -2	-3	3	-3.1	0	-2.1	1	-5	2
> C=CCn1c(P(C)(=O)O)nc2ccccc21
→ -6&11	-11&1	2&0	1.0&-3.2	-3&1	0.5&-2.0	5&2	-3&-8	0&-3
> Cc1c(Cl)cccc1NC(=O)c1cc(S(=O)(=O)N2CCOCC2)cn1C
→ 3	-4	5	-1.7	-12	-1.9	4	-7	1
> CC1CCCCC1NC(=O)c1ccc(S(=O)(=O)NCc2ccco2)cc1 (stereo unspecified)
→ 0	-3	-2	0.7	-12	-3.2	1	-10	-1
> CCCc1nnc(NC(=O)CCC(=O)NCc2ccccc2OC)s1
→ 19	-2	1	-2.3	-10	-1.8	-1	-7	-1
> CC(C)CCC(CCNCc1ccccn1)c1ccc2c(c1)OCO2 (stereo unspecified)
→ -77	-3	-1	-2.5	11	-3.6	19	-15	-3
> CC(C)CN1C2CCCC1CC(NC(=S)NCc1ccco1)C2 (stereo unspecified)
→ -4	-3	-1	-0.7	1	-1.4	17	-2	3
> Cc1ccc(NC(=O)CSc2n[nH]c(-c3cccnc3)n2)c(Br)c1
→ 10	-6	-3	-0.6	-12	-0.9	15	21	7
> COc1ccccc1NC(=O)NCCN1CCCCC1
→ 3	4	7	-1.5	-3	-2.2	1	-1	-1
> COCCNC(=O)C(c1ccc(F)cc1)N(Cc1cccs1)C(=O)CCC(=O)Nc1ccccn1 (stereo unspecified)
→ 0	3	1	-4.0	-34	-2.2	-18	3	0
> COc1ccc(N(C(=O)c2ccc(Cl)cc2)C2=CC3CCC(C2)N3C)cc1 (stereo unspecified)
→ -3	-2	2	-4.6	8	-4.1	-6	13	5
> COC(=O)Nc1ncc(CN2C(=O)c3ccccc3C2=O)s1
→ -2	-13	-1	-0.3	-1	-1.5	-8	-5	1
> CCc1nnc(NC(=O)CCS(=O)(=O)c2ccccc2)s1
→ -4	-3	-3	-1.5	-8	-3.3	5	11	-1
> NS(=O)(=O)c1ccc(N2C(=O)C(=O)/C(=C(/O)c3ccccc3)C2c2ccc(Cl)cc2)cc1 (stereo unspecified)
→ 41*	5	4	-1.4	-39	-4.1	-9	-5	4
> CSc1nc(C)c(CCOCc2ccc(F)cc2)c(=O)[nH]1
→ 5	5	·	-3.1	-18	-2.5	15	8	-2
> CCCC(=O)Nc1ccc(S(=O)(=O)N2CCOCC2)cc1
→ -1	5	4	-4.5	3	-3.8	16	-8	3
> COc1ccc(NC(=O)c2cc(C)nc3ccccc23)cc1S(=O)(=O)Nc1ccccc1Cl
→ -5	4	7	-3.0	-5	-1.7	-8	-3	-4
> COc1ccc(/C=C/C2=Nc3ccccc3NC(C)(C)C2)cc1OC
→ -8	7	5	-1.5	-20	-0.7	13	0	-5
> COCCCN1C(=O)C(O)=C(C(=O)c2ccco2)C1c1cccc(Br)c1 (stereo unspecified)
→ 18	9	7	2.0	-28	0.5	6	-5	-1
> CCn1cc(CNC(=O)c2cccc([N+](=O)[O-])c2)c(C)n1
→ 11	13	3	0.4	-5	-1.3	4	5	-4
> CCOc1ccc(C(=O)NCCc2cnc[nH]2)cc1OCC
→ 1	-10	3	0.4	10	0.5	4	1	-1
> O=C(Cc1cccs1)N(Cc1cccs1)C1(C(=O)NC2CCCC2)CCCCC1
→ 5	-1	-2	0.0	-32	-3.8	-3	0	3
> CC(=O)Nc1ccc(S(=O)(=O)N(C)CC(=O)OCC(=O)c2cc(C)n(-c3ccc4c(c3)OCO4)c2C)cc1
→ -20	2	-3	-0.6	-21	-1.6	12	9	6
> O=S(Cc1ccc(Br)cc1)Cc1nnc(SCc2ccc(Br)cc2)n1-c1ccccc1 (stereo unspecified)
→ -12	2	5	-1.1	-26	-0.1	-18	-1	-1
> CCc1nn(CC(=O)NCCCN2CCCC2=O)c(=O)c2cc3sccc3n12
→ 2	-1	3	3.6	-4	-1.3	11	0	1
> CCOC(=O)Cc1ccc(NC(=O)c2ccc(C(C)(C)C)cc2)cc1
→ 0	2	1	-3.0	-39	-1.2	3	6	8
> Cc1ccc(C(=O)CSc2nnc(-c3ccc4[nH]c(C)c(C)c4c3)o2)cc1C
→ 1	-9	6	2.1	0	-0.8	29	-9	-4
> CC(=O)c1cccc(NC(=O)N2CCCC2C(=O)Nc2cccc(C)c2C)c1 (stereo unspecified)
→ 1	-7	6	-2.8	-6	-3.7	16	2	2
> CCn1c(O)c(N=N)c2ccccc21
→ -6	5	-1	0.8	-1	-3.3	9	-4	-3
> COC(=O)/C=C1/SC(=NC(=O)c2ccccc2)NC1=O
→ -6	-2	5	0.9	4	0.1	12	-8	1
> Cc1ccc(N2C(=O)C3N=NN(CC(=O)N4N=C(c5ccccc5)CC4c4ccccc4)C3C2=O)cc1 (stereo unspecified)
→ 18	-6	4	-2.9	-17	-0.3	-3	5	-6
> COc1ccc(C/C(N)=N/OC(=O)Cc2ccccc2)cc1
→ -8	-5	3	-1.1	-8	-0.8	12	-13	11
> Cc1c(/C=N\NC(=O)c2ccc(F)cc2)cnn1C
→ 11	-7	5	-1.6	0	-2.9	14	-9	3
> CC(C)(C)[C@H]1CCC(=O)N([C@H](CC#N)Cc2ccccc2)CC1
→ -8	-6	7	-2.4	-32	-2.7	-5	-1	-2
> CC(=O)c1c(C)[nH]c(C(=O)CSc2nnc(C3CCCCC3)n2N)c1C
→ -8	1	2	0.0	-13	-3.2	10	-14	5
> O=C(Nc1ccc([N+](=O)[O-])cc1)Nc1cnccn1
→ 6	4	1	-4.0	6	-3.2	-3	-6	3
> Cc1sc2nc(CSC(C)C(=O)N3CCOCC3)[nH]c(=O)c2c1C (stereo unspecified)
→ 1	8	5	3.5	-9	-0.4	2	-42	-4

A different layout for part of the listing above:
structure	HCV NS3 hel inh	PfM18AAP inh	IDE act	VIM-2 inhibitor	DNA FID counter	IMP-1 inh	UBC9 SUMO inh	p-CIP stab down	IDE cell inh
O=S(Cc1ccc(Br)cc1)Cc1nnc(SCc2ccc(Br)cc2)n1-c1ccccc1 (stereo unspecified)	-12	2	5	-1.1	-26	-0.1	-18	-1	-1
CC(=O)c1c(C)[nH]c(C(=O)CSc2nnc(C3CCCCC3)n2N)c1C	-8	1	2	0.0	-13	-3.2	10	-14	5

Continuation.
The line under a structure holds: HCV NS3 hel inh	PfM18AAP inh	IDE act	VIM-2 inhibitor	DNA FID counter	IMP-1 inh	UBC9 SUMO inh	p-CIP stab down	IDE cell inh
> CCOc1ccc(C(C)=O)cc1N1C(=O)C2C3C=CC(O3)C2C1=O (stereo unspecified)
→ 4	-167	-14	-2.2	-10	-3.3	1	-5	4
> O=C(NS(=O)(=O)c1ccc(NC(=O)C2CCCO2)cc1)c1ccccc1 (stereo unspecified)
→ 10	0	3	-1.0	-2	-1.0	18	-10	-5
> Cc1occc1C(=O)N/N=C/c1c(O)ccc2ccccc12
→ 18	7	2	-1.9	-1	-0.1	-35	2	2
> O=C(Nc1ccccc1C(=O)O)c1ccc(NC(=O)C2CC2)cc1
→ 2	-1	-3	1.1	-26	-0.6	1	-2	4
> CC(C)C(=O)NCCc1c[nH]c2ccccc12
→ 1	7	1	0.0	-4	-1.7	-10	-2	2
> O=C1/C(=C\c2ccc([N+](=O)[O-])cc2)CCc2ccccc21
→ 0	4	3	-4.8	-2	-1.2	4	-3	-1
> O=[N+]([O-])c1cc(C(F)(F)F)cc([N+](=O)[O-])c1N1CCN(S(=O)(=O)c2ccccc2)CC1
→ -6	0	0	-4.2	-1	-3.6	-15	10	-2
> Cn1c(N)c(C(=O)COC(=O)/C=C/c2ccc(OC(F)F)cc2)c(=O)n(C)c1=O
→ 7	-2	3	-0.7	-1	-1.2	-7	-6	5
> O=C1NC(=Nc2ccc3ccccc3c2)S/C1=C/c1ccco1
→ 28	6	5	-2.3	-6	-1.2	·	1	1
> O=C(NCc1ccccn1)C1CC(c2ccc(Cl)c(Cl)c2)=NO1 (stereo unspecified)
→ 5	-10	6	-4.0	-4	-2.6	16	-20	4
> CCN1C(=NCc2ccccc2)N[C@@H](c2ccccc2)[C@H](C(=O)OC)[C@H]1C
→ -2	-1	-3	-1.1	-2	-3.4	-20	22	3
> COC1=C(OC)c2ccccc2C(C(=O)O)N/C1=C(/C)Nc1ccncc1 (stereo unspecified)
→ 3	-6	-2	-3.7	-7	-4.7	1	10	1
> CCOC(=O)c1cnn(C)c1NC(=O)c1ccc(Cl)cc1Cl
→ -1	-15	-4	-0.9	-6	-0.5	-19	-1	1
> CCCC(=O)N1CCN(c2nc3ccc(CC)cc3s2)CC1
→ 17	-2	-10	-2.6	-37	-3.5	-7	3	19*
> COc1ccc2c(c1)CCc1sc(NC(=O)c3ccc(C)cc3)nc1-2
→ -4	-13	-2	-3.1	2	-1.0	-8	-2	0
> CC(=O)Nc1cc(C(=O)N2CCCC2)ccc1S(=O)(=O)c1ccc(C)cc1
→ 11	12	3	-2.4	-7	-3.1	2	-15	3
> CC(=O)Nc1ccc(C(=O)NCC(c2ccco2)N(C)C)cc1 (stereo unspecified)
→ -3	12	-6	-0.8	-5	-2.5	6	-10	-4
> O=C(COC(=O)c1ccccc1O)NCCCc1ccccc1
→ -11	-1	-1	0.5	-12	0.6	2	0	4
> C=C(C)Cn1c(N2CCCC2)nc2c1c(=O)[nH]c(=O)n2C
→ -4	1	6	-2.9	-3	-3.5	-4	-6	2
> CCOC(=O)C1CCCN(Cc2ccc(OCc3ccccc3)c(OC)c2)C1 (stereo unspecified)
→ -29	3	5	1.2	18	1.4	-7	2	2
> CCOC(=O)c1sc(NC(=S)NC(=O)C23CC4CC(CC(C4)C2)C3)cc1C
→ 5	1	3	-1.4	3	-3.9	-23	0	1
> Cc1cccc(NC(=O)c2cc(-c3cc(C)c(C)cc3O)n[nH]2)c1
→ 1	9	-1	-0.9	-6	-1.7	19	-10	1
